# From PubChem BioAssay
# D1 antag – Antagonist of Human D 1 Dopamine Receptor: qHTS; HEK293 TREx D1 cells, calcium flux, dopamine EC80; active compounds read low; D(1A) dopamine receptor (Homo sapiens), P21728; activity change, negative = inhibition, % at 10 µM; AID 504652, 2011; 360,000 tested, 3.2% active; in the data active = activity change below about -30%; also: % is scaled to controls: 0 for no effect and ±100 for the full control effect
#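 Tetracycline-induced HEK293 T-REx cells with force-coupled D1 receptor were loaded with a no-wash calcium dye. Compound was added after a 10 s baseline and read kinetically for 180 s; EC80 dopamine was then added and calcium flux followed another 180 s.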
# GRP78 ERSR act – qHTS for Inducers of the Endoplasmic Reticulum Stress Response (ERSR) in Human Glioma: qHTS. 420,000 tested, 0.02% active. U87-MG GRP78 promoter luciferase reporter, 16 h. Potency, µM, for the others: at the top dose activation, usual class: activators; also: potency is read from the fitted curve at half-maximal effect; series mostly up to about 76 µM; % of control where 0% means no effect; nearly all actives have a fitted effect of over 35% in size
#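 Stably transfected U87-MG glioma cells carrying a GRP78-based luciferase sensor; 16 h compound incubation. Luminescence end-point read 10 min after Bright-Glo addition at room temperature.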
# LDHA inh – qHTS assay for inhibitors of human lactate dehydrogenase; L-lactate dehydrogenase A chain (Homo sapiens), P00338; purified LDHA, NADH/diaphorase-resazurin fluorescence; active compounds read low; activity change, % (values are at about 110 or 230 µM); 480,000 tested, 0.15% active; in the data active = activity change below about -30%;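 also: plate controls were DMSO wells for no effect and wells without enzyme for full effect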
#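 Human LDH5 at 2 nM final in Tris HCl pH 7.4 with 0.06 mM NADH and 0.2 mM pyruvate, reacted 5 minutes at room temperature. Remaining NADH coupled via diaphorase/resazurin; resorufin fluorescence read at 0 and 20 minutes, normalized to enzyme-free and DMSO wells.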
# RXFP1 ag – qHTS Assay for Agonists of the Relaxin Receptor RXFP1; HEK293T-RXFP1 cAMP TR-FRET, 30 min; response scale: percent of porcine relaxin response, buffer zero; Potency, µM (highest dose often 57.5 µM), for the others: at the top dose activation, most hits filed as activators; 370,000 tested, 0.3% active; AID 2676, 2010; also: potency is read from the fitted curve at half-maximal effect; % is scaled to controls: 0 for no effect and ±100 for the full control effect; nearly all actives have a fitted effect of over 60% in size; many of its hits are not listed in these tables
#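 Agonist response is measured as cAMP accumulation in an RXFP1-transfected HEK293T line under PDE4 inhibition. Values are scaled between buffer-only and 29 nM porcine relaxin, and EC50s come from standard Hill equation fits.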
# D1 potentiator – Potentiators of Human D1 Dopamine Receptor: qHTS | D(1A) dopamine receptor (Homo sapiens), P21728 | HEK293 TREx D1 cells, calcium flux, dopamine EC20 potentiation | potentiation, % at 10 µM | 360,000 tested, 0.036% active | AID 504651, 2011; in the data active = potentiation above about 30%; also: 0% is about no effect
# D1 ag – Allosteric Agonists of the Human D1 Dopamine Receptor: qHTS. AID 504660, 2011. 360,000 tested, 1% active. D(1A) dopamine receptor (Homo sapiens), P21728. activation, % at 2 µM. HEK293 T-REx D1 cells, calcium flux, agonist mode; in the data active = activation above about 30%; also: 0% is about no effect
#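 Tetracycline-induced HEK293 TREx D1 cells, force-coupled to calcium signalling, were dye-loaded with a no-wash calcium kit. Compound was pin-added after a 10 s baseline. Fluorescence was read kinetically at 1 cycle/s for 180 s, with calcium rises flagged as agonism.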
# Vif-APOBEC3G blk – qHTS for Inhibitors of Vif-A3G Interactions: qHTS | DNA dC->dU-editing enzyme APOBEC-3G (Homo sapiens), Q9HC16 | HeLa A3G-eYFP + Vif (tagged APOBEC3G with the HIV-1 protein that degrades it), YFP fluorescence, overnight | 410,000 tested, 0.076% active | AID 602310, 2012 | Potency, µM (doses to about 46.1 µM), without a hit: at the top dose activity, negative = active, hits mostly inhibitors;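 also: potency is read from the fitted curve at half-maximal effect; % is scaled to controls: 0 for no effect and ±100 for the full control effect; nearly all actives have a fitted effect of over 60% in size; hits raise eYFP signal because A3G escapes Vif-driven loss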
# Target sequence (Q9HC16 whole entry, looked up): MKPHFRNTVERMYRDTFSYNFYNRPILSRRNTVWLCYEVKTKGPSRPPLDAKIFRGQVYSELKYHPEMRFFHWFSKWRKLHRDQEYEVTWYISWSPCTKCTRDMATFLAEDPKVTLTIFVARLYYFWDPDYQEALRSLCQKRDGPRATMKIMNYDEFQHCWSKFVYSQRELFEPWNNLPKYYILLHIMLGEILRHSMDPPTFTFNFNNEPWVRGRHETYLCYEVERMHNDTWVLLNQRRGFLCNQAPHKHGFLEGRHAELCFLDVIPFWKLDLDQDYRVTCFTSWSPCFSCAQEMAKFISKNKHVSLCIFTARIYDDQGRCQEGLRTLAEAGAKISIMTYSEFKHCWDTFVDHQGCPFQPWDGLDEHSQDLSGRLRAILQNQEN
#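 HeLa cells stably expressing Vif and C-terminally eYFP-tagged A3G, seeded overnight at 37 deg C, then exposed to compound by pintool overnight at 37 deg C. Rise in yellow fluorescence (Ex 488/Em 500-530, Acumen) marks blocked Vif-driven A3G degradation.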
# Vif-A3F inh – qHTS for Inhibitors of Vif-A3F Interactions: qHTS; HeLa A3F-eYFP + Vif (tagged APOBEC3F with the HIV-1 protein that degrades it), YFP fluorescence increase; Potency, µM (titrated, usually from 46.1 µM), without a hit: at the top dose activity, negative = active; 390,000 tested, 0.2% active; AID 602313, 2012; also: potency is read from the fitted curve at half-maximal effect; % of control where 0% means no effect; nearly all actives have a fitted effect of over 65% in size
#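 HeLa cells stably expressing A3F-eYFP plus Vif, plated and incubated overnight at 37 deg C, then exposed to compounds overnight at 37 deg C. Blocked degradation read as raised yellow fluorescence (Ex 488/Em 500-530).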
# D2 potentiator – HTS Assay for Positive Allosteric Modulators of the Human D2 Dopamine Receptor: Primary Screen for Potentiators. potentiation, % at 10 µM. D(2) dopamine receptor (Homo sapiens), P14416. 340,000 tested, 0.34% active. HEK293 T-REx D2, calcium flux, EC20 dopamine potentiation;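 active = potentiation over 3 SD above the plate norm, cut at about 30% in these data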; also: 0% is about no effect
# Target sequence (P14416 whole entry, looked up): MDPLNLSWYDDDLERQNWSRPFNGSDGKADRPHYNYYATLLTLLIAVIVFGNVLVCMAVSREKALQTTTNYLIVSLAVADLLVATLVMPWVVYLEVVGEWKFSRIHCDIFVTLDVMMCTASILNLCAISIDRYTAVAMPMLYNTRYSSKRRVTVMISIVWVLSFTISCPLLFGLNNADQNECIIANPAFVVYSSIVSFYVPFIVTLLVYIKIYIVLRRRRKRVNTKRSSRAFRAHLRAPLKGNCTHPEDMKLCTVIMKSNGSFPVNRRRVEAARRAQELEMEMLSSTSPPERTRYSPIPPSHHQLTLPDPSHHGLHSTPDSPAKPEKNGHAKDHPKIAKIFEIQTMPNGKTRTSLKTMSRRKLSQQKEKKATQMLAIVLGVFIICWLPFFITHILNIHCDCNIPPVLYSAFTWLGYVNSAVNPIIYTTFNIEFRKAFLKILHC
#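 Primary screen. Calcium kinetics in induced HEK293 T-REx D2 cells: compound pre-addition 180 s, EC20 dopamine, 180 s more.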
# * marks the source's active call; other numbers are inactive results; · = no result given; & = joins results of further samples. Unless noted, calls follow the shape of the dose curve; as a rule, active = well fitted curve in the direction sought with a large enough effect; inconclusive = small, poorly fitted or top-dose-only effect, or another doubt; inactive = no such curve, though single readings can be large; an effect the other way counts as inactive or inconclusive. These rows are one share of the data; the hit share may differ from the screen's.
No.	canonical_smiles	D1 antag	GRP78 ERSR act	LDHA inh	RXFP1 ag	D1 potentiator	D1 ag	Vif-APOBEC3G blk	Vif-A3F inh	D2 potentiator
1	CCC1=NN2C(=N)/C(=C\c3ccc(OCCOc4ccc(NC(C)=O)cc4)c(OC)c3)C(=O)N=C2S1	-25.9	-3.2%	-0.8	0.0%	-3.5	3.6	0.9%	5.3%	6.8
2	Nc1ccn([C@H]2C[C@H](O)[C@@H](CO)O2)c(=O)n1	17.1&4.2	-1.0%&-0.9%&0.7%	-7.1&-7.3	1.1%&1.2%	-2.9&-4.8	-1.0&1.8	2.5%&-3.3%	-14.5%&-1.1%	-9.6&16.2
3	CCOC(=O)C1=C(C)NC2=C(C(=O)CC(C)(C)C2)C1c1ccsc1 (stereo not drawn)	3.7	-4.3%	0.1	0.5%	1.4	2.2	0.2%	8.4%	0.6
4	N#Cc1cc([N+](=O)[O-])ccc1N1CCCC1	-14.9	-4.2%	2.4	2.5%	-2.6	1.3	-6.3%	-10.4%	-4.2
5	N=c1n(CCN2CCCC2)c2ccccc2n1CC(O)c1ccco1 (stereo not drawn)	5.5	1.5%	-12.0	3.8%	-1.1	0.3	5.1%	-10.2%	2.3
6	Cc1ccc(-n2c(Cc3noc4ccccc34)n[nH]c2=S)cc1	-10.5	-2.9%	-9.8	1.2%	1.9	9.3	-4.1%	-0.6%	15.8
7	OCC(CO)(CO)n1cnnn1	-22.0	-6.6%	-6.4	-1.9%	-3.0	-0.3	-6.4%	-8.6%	-5.5
8	COc1cccc(NC(=O)c2ccc3snnc3c2)c1	-3.5	8.8%	-1.2	2.5%	-5.7	-1.0	-0.8%	-0.8%	9.5
9	O=C(NCc1cccc(Cl)c1)c1cccc(OC2CCN(C(=O)C3CC3)CC2)c1	-17.8	-5.3%	-6.8	-0.2%	-3.2	9.7	0.3%	2.5%	4.2
10	CN(C(=O)COC(=O)c1cc([N+](=O)[O-])ccc1Sc1ccccc1)C1CCS(=O)(=O)C1 (stereo not drawn)	0.6	-2.0%	-6.2	1.4%	-3.0	2.4	1.2%	4.6%	-1.4
11	CC(=O)c1ccc(S(=O)(=O)NC2CC(=O)N(c3ccc(Cl)cc3)C2)cc1 (stereo not drawn)	-33.6*	-2.8%	-0.5	1.8%	-2.3	12.6	1.6%	6.9%	5.5
12	Cc1ccccc1NC(=O)NC1CCS(=O)(=O)C1 (stereo not drawn)	-0.5	-2.2%	-10.0	-0.9%	-1.3	0.4	-1.6%	-11.0%	2.4
13	CC(=O)Nc1ccc(SC[C@H](Cc2ccccc2)N2CCN(CC(C)C)CCC2=O)cc1	-24.4	-2.3%	-1.2	-1.7%	1.4	5.3	-8.0%	4.7%	-6.1
14	Cc1ccc(SC(CC(=O)c2ccc(F)cc2)C(=O)O)cc1 (stereo not drawn)	-5.0	-7.2%	-0.3	4.8%	7.1	6.0	-11.4%	5.0%	-0.3
15	O=C(c1ccccc1NS(=O)(=O)c1cccc([N+](=O)[O-])c1)N1CCCC1	6.1	-5.8%	-0.1	0.7%	-2.0	8.3	-6.1%	0.1%	-2.6
16	Cc1ccc(C)c(N2CCN(S(=O)(=O)c3ccc4c(c3)C(C(C)C)C(=O)N4)CC2)c1 (stereo not drawn)	-23.5	-3.1%	1.5	23.5%	-4.2	5.2	-1.8%	-24.1%	-8.9
17	COc1ccc(NC(=O)COc2coc(CN3c4ccccc4CC3C)cc2=O)cc1 (stereo not drawn)	7.8	-2.7%	-1.6	2.1%	-15.2	2.2	-5.4%	2.5%	-4.8
18	COCC(=O)n1nc(-c2ccco2)nc1NCc1ccccc1Cl	-8.6	·	-10.8	4.1%	-0.7	-1.1	·	·	-0.3
19	O=C(COC(=O)/C=C/c1ccc(F)cc1)NCc1ccco1	-5.1	-3.0%	-3.3	-0.1%	3.1	8.3	4.1%	2.9%	·
20	CCOc1ccc(CCNC(=O)CSc2nnnn2C)cc1OCC	12.4	-4.6%	-6.1	-0.8%	1.2	1.7	-1.1%	-8.4%	6.1
21	COc1ccc(CCN2CC(C(=O)NCc3c(C)n[nH]c3C)CCC2=O)cc1 (stereo not drawn)	1.4	0.4%	-0.4	-2.9%	-0.3	2.8	0.2%	2.5%	7.6
22	COCc1cc(=O)[nH]c(SCC(=O)c2ccccc2)n1	9.4	-3.9%	-5.0	-1.5%	-3.6	3.8	3.2%	-4.1%	0.2
23	O=C(O)[C@@H]1CSC2c3ccccc3C(=O)N21 (stereo partly drawn)	-2.1	-3.2%	-3.2	-4.3%	4.0	3.4	2.3%	5.2%	-4.8
24	O=c1c2nccnc2[nH]c(=S)n1Cc1ccccc1Cl	-3.2	-4.0%	-5.5	0.8%	8.6	-0.9	-11.4%	-5.4%	-2.9
25	Brc1ccc(CNc2cc3c(cc2Br)OCCO3)cc1	8.0	-2.8%	-1.6	0.7%	1.7	1.3	-10.3%	8.4%	10.4
26	Cc1cc(NC(=O)C2CCCN2C(=O)Nc2c(C)cccc2C)ccc1-n1cnnn1 (stereo not drawn)	-7.6	-1.3%	-1.2	0.9%	-1.3	-2.3	0.4%	-0.2%	14.1
27	CN(C)NC(=S)Nc1ccc(Cl)cc1	0.6	1.0%	-15.1	1.0%	-6.2	1.1	1.2%	-4.4%	2.9
28	COc1cccc(C(=O)CSc2nnnn2C)c1	-0.4	-0.7%	-6.7	0.7%	-6.8	0.9	-0.2%	0.6%	3.0
29	COCCN1Cc2cccc(C(=O)Nc3cccnc3)c2C1=O	7.1	-2.0%	0.2	2.1%	1.8	6.1	1.8%	6.2%	-8.0
30	CCN(CC)S(=O)(=O)c1ccc(NCc2ccccc2)nc1	-18.6	-1.2%	-3.9	1.4%	-0.2	9.8	1.1%	-8.7%	14.0
31	COC(=O)Cn1c(CN2CCOCC2)nc2c1c(=O)n(C)c(=O)n2C	12.4	-3.3%	1.2	5.1%	-1.9	4.3	5.2%	8.9%	·
32	CSCC[C@H](NC(=O)[C@@H]1Cc2ccccc2CN1)C(=O)Nc1cccc(C)c1	2.3	0.9%	-6.2	-0.2%	2.4	4.3	1.6%	-10.5%	-13.5
33	CC1CCCCN1CCNC(=O)CC1Oc2ccccc2NC1=O (stereo not drawn)	-0.9	-4.1%	-1.1	-1.9%	-2.7	0.4	3.3%	-11.5%	-17.6
34	Cc1cc(C)c2c(=O)[nH]c(SCC(=O)Nc3ccccc3)nc2n1	-17.2	7.5%	-8.9	0.0%	-3.9	1.2	0.9%	2.4%	1.0
35	O=C(NC1CCCC1)c1ccc2c(c1)N(Cc1ccccc1Cl)C(=O)c1ccccc1S2	7.3	-1.8%	-1.8	-0.1%	4.7	6.3	0.3%	-5.3%	-1.5
36	O=C(Nc1nnc(C2CC2)s1)c1cc(S(=O)(=O)N2CCCCC2)ccc1N1CCOCC1	4.5	-2.2%	-2.2	-4.0%	6.0	4.3	0.6%	1.7%	17.2
37	Cc1cc(C)nc(SCC(=O)NC(=O)c2ccccc2O)n1	·	-4.1%	3.5	·	·	·	0.5%	2.2%	·
38	Cc1n[nH]c(C)c1CCCOc1ccccc1	-3.8	1.1%	-1.5	1.1%	-1.4	1.4	6.8%	11.4%	-4.6
39	O=C(O)c1ccccc1/C=N/NC(=O)c1cc(-c2ccco2)nc2ccccc12	-5.1	-5.8%	9.9	3.0%	-9.9	2.5	-9.0%	8.0%	10.8
40	CCN(CC)c1ccc(/C=C/C(=O)C2C(=O)C=C(C)OC2=O)cc1 (stereo not drawn)	-78.9*	5.7%	10.5	24.8%	-4.4	245.8*	13.2%	-314.0%	·
41	O=C(CSc1ncccn1)Nc1ccc(N2CCOCC2)cc1	-6.0	-1.9%	-2.3	-2.1%	4.8	6.0	-3.5%	0.0%	-3.9
42	Cc1ccccc1C(=O)c1cccn1CC(=O)NCc1cccc(Cl)c1	4.1&-7.0	12.9%	-3.6&-3.3	-3.0%&-0.7%	-0.8&1.1	3.9&2.6	2.7%	0.4%	-5.2&-4.0
43	Cc1nccn1CC(=O)c1ccccc1	·	-1.5%	-10.7	·	·	·	1.6%	-6.4%	·
44	COc1cccc(/C=N/NC(=O)c2nnn(-c3nonc3N)c2CN(C)c2ccccc2)c1	-15.2	-5.6%	-10.7	-1.6%	1.2	1.1	1.5%	0.7%	22.0
45	COc1cccc(CN(CC(=O)NCC2CCCO2)C(=O)CCC(=O)Nc2cc(C)on2)c1 (stereo not drawn)	-12.3	-3.2%	2.4	3.8%	-2.0	2.2	-1.8%	-1.2%	-5.8
46	O=C(O)c1cccc(COc2ccc3c(c2)CCC3)c1	10.7	-15.8%	-9.8	4.3%	-2.5	7.5	-0.5%	-7.4%	6.6
47	O=C(Cn1cc(C(F)(F)F)ccc1=O)Nc1cc(S(=O)(=O)N2CCOCC2)ccc1Cl	9.6	-3.4%	-5.9	3.4%	-1.2	-1.4	-1.9%	-0.8%	-2.3

# A different layout for part of the listing above:
# Values run as follows: D1 antag | GRP78 ERSR act | LDHA inh | RXFP1 ag | D1 potentiator | D1 ag | Vif-APOBEC3G blk | Vif-A3F inh | D2 potentiator
32	CSCC[C@H](NC(=O)[C@@H]1Cc2ccccc2CN1)C(=O)Nc1cccc(C)c1
→ 2.3 | 0.9% | -6.2 | -0.2% | 2.4 | 4.3 | 1.6% | -10.5% | -13.5
39	O=C(O)c1ccccc1/C=N/NC(=O)c1cc(-c2ccco2)nc2ccccc12
→ -5.1 | -5.8% | 9.9 | 3.0% | -9.9 | 2.5 | -9.0% | 8.0% | 10.8
